# Bioassay records deposited in PubChem by PCMD.
# CatS inh = blocks human cathepsin S protease activity; P25774; recombinant cathepsin S, AMC dipeptide fluorescence, pooled mixtures; inhibition, %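 (tested at 5 µM per compound within 10-compound mixtures)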; 62,000 tested, 0.06% active; in the data active = inhibition above about 32%, passing the limit was not always enough;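 also: 0% = enzyme without compound and 100% = blank without enzyme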
# Target sequence (P25774 115-331 limits assumed): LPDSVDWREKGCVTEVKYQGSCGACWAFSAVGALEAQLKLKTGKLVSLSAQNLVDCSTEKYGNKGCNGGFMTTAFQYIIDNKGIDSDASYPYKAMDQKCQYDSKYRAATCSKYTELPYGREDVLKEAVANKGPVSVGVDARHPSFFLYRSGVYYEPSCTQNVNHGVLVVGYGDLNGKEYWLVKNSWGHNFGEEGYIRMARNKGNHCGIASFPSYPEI
# CatB block = human cathepsin B inhibition; 63,000 tested, 0.1% active; inhibition, %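 (tested at 10 µM)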; purified cathepsin B, fluorogenic substrate, fluorescence; AID 453; P07858; in the data active = inhibition above about 21%;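 also: 0% = enzyme with no compound and 100% = no enzyme blank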
# FXIIa inh mix = inhibitors of human coagulation factor XIIa, pooled mixtures; 62,000 tested, 0.2% active; P00748; purified FXIIa, fluorogenic substrate; inhibition, % at 5 µM;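 also: 0% = enzyme without compound and 100% = no enzyme blank; some results filed as inactive read as strong as hits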
# Target sequence (P00748 20-372 limits assumed): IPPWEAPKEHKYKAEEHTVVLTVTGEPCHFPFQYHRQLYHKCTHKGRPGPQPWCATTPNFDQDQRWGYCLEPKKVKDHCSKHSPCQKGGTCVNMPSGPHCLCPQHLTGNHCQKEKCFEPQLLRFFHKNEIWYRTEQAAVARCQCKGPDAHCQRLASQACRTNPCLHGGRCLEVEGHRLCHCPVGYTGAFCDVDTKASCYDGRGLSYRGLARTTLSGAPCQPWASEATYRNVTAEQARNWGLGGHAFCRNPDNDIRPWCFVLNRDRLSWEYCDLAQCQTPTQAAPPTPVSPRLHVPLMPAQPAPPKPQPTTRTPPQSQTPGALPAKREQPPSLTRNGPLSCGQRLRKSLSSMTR
# Target sequence (P00748 373-615 limits assumed): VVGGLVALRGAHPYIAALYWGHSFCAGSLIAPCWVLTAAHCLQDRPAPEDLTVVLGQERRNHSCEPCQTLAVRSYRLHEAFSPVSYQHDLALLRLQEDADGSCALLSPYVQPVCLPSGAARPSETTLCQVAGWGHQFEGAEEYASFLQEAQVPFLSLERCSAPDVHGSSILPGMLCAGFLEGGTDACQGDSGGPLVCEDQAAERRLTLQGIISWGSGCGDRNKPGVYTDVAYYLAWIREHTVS
# CatB mix inh = human cathepsin B inhibition by mixtures; AID 488; 62,000 tested, 0.06% active; inhibition, %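 (ten-compound pools at 5 µM per compound and 50 µM total)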; Purified cathepsin B, AMC dipeptide fluorescence, compound mixtures; P07858; in the data active = inhibition above about 22%, passing the limit was not always enough;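 also: 0% = enzyme without compound and 100% = no enzyme blank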
# C1s block = human complement C1s inhibition | P09871 | purified C1s, fluorogenic AMC substrate, pooled mixtures | mean inhibition % of two 10-compound mixtures (stronger effect = higher value), % at 5 µM (by protocol) | 62,000 tested, 0.16% active | AID 538;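 active = inhibition above 20% in each of the two 10-compound mixture wells holding the compound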;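 also: 0% = enzyme wells lacking compound mixture and 100% = no-enzyme blank wells; some compounds called inactive have numbers as strong as hits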
# Cathepsin G inh = cathepsin G (human) inhibition; P08311; purified enzyme, AMC-tetrapeptide fluorescence, pooled mixtures; inhibition, % at 5 µM (by protocol); 62,000 tested, 0.2% active; AID 581;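 active = inhibition above 20% in each of the two mixture wells holding the compound; inactive = inhibition of 20% or less in either well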;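 also: 0% = enzyme control without mixture and 100% = blank lacking enzyme; strong numbers were not always called active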
# Target sequence (P08311 21-244 limits assumed): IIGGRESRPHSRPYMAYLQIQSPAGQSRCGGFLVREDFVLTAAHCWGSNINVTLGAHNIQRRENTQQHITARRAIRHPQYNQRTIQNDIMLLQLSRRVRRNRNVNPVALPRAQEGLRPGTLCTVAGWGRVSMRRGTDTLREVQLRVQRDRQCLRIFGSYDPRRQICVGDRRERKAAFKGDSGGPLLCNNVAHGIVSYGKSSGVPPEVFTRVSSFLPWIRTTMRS
# AP complement = alternative pathway complement inhibition, orthogonal assay. AID 1235. 62,000 tested, 0.08% active. inhibition, % at 5 µM. Human serum alternative complement pathway, LPS-coated ELISA, C3 deposition; tested in compound mixtures;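 active = inhibition above 30% in each of the two pooled mixtures holding the compound, so the lower value exceeds 30%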;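 also: 0% = serum in Mg-EGTA without compound and 100% = EDTA serum blank; some compounds past the cut are filed as inactive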
#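 Assay system: Human serum alternative complement pathway, C3 deposition on LPS-coated wells | Incubation: 1 h serum-compound exposure at 37 °C | Doses: 5 µM per compound in ten-compound mixtures | Read-out: Percent inhibition | Technique: ELISA with HRP anti-human C3 antibody, TMB substrate, absorbance 450 nm | Replication: Two pool placements per compound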
# FXIa mix inh = factor XIa (human) inhibition, mixture screen | P03951 | purified FXIa, fluorogenic substrate, pooled mixtures | inhibition, % at 5 µM | 62,000 tested, 0.19% active | AID 680;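 also: each value is inhibition by a whole ten-compound pool holding the compound; 0% = enzyme with no mixture and 100% = wells lacking enzyme; strong numbers were not always called active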
# CatL block = blocks human cathepsin L protease activity; P07711; purified cathepsin L, fluorogenic substrate, fluorescence; inhibition, %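 (tested at 10 µM)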; 58,000 tested, 0.17% active; AID 460; in the data active = inhibition above about 45%;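 also: 0% = enzyme with no compound and 100% = no enzyme blank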
# The depositor's hits bear a star; x = no result given. Rule as the data show it, unless noted: active = inhibition above about 20% (passing the limit was not always enough); inactive = the rest. Some of the compounds tested; the hit share may differ from the screen's.
# Assay codes: A = CatS inh; B = CatB block; C = FXIIa inh mix; D = CatB mix inh; E = C1s block; F = Cathepsin G inh; G = AP complement; H = FXIa mix inh; I = CatL block
O=C(O)COc1ccccc1O
  A: 8	B: -4	C: -18	D: -4	E: -2	F: 2	G: 4	H: 7	I: 6

Cc1nc2c(C(=O)O)cnn2c(C)c1Cc1ccccc1F
  A: 7	B: 0	C: -16	D: 1	E: -13	F: -16	G: -15	H: 1	I: -1

CCC(C)(C)NC(=O)C(c1ccc(F)cc1)N(Cc1ccco1)C(=O)c1snc(C(N)=O)c1N (centres undefined)
  A: 3	B: 0	C: -1	D: 4	E: 16	F: 14	G: 10	H: 3	I: -5

COc1ccc(-c2cc(C(F)(F)F)nc(SCC(=O)N3CCOCC3)n2)cc1OC
  A: 6	B: 4	C: -3	D: 0	E: 12	F: 10	G: 1	H: 0	I: x

O=C(Cn1c(=O)oc2cc(S(=O)(=O)N3CCCCCC3)ccc21)NC1CCCCC1
  A: -2	B: 4	C: -6	D: -2	E: -1	F: -3	G: 17	H: 2	I: -8

CCC(CC)C(=O)Nc1ccccc1NC(C)=O
  A: -3	B: 5	C: 7	D: -2	E: 14	F: 9	G: 12	H: 7	I: 21

N#Cc1c(N)nc2c(c1N)CC(=O)N2c1ccccc1-c1ccccc1
  A: -4	B: 2	C: -2	D: -2	E: -14	F: 6	G: 16	H: 0	I: 6

CCc1cccc(Nc2cc(C)nc3nc(C)nn23)c1
  A: 10	B: 3	C: 9	D: 4	E: -7	F: 10	G: 7	H: 18	I: x

Cn1c(=O)c2c(nc(SCC(=O)Nc3ccccc3)n2C)n(C)c1=O
  A: 13	B: -2	C: 6	D: 5	E: -3	F: 0	G: 16	H: 4	I: 6

Cn1c(=O)c2c(nc(CN3CCN(CCO)CC3)n2CCc2ccccc2)n(C)c1=O
  A: -1	B: 3	C: -3	D: 0	E: 13	F: 9	G: 17	H: 24	I: 23

CCc1cccc(C)c1NC(=O)CSc1nc2ccccc2n1CC(=O)N(C)C
  A: -16	B: -2	C: 5	D: -7	E: -106	F: -2	G: 24	H: -20	I: -4

CC(C)Cc1ccc(S(=O)(=O)N2CCN(C(=O)c3ccco3)CC2)cc1
  A: -8	B: 0	C: 0	D: 1	E: 11	F: 8	G: 12	H: 4	I: 3

Cc1ccc(C(C(=O)NC2CCCC2)N(Cc2cccs2)C(=O)CNC(=O)c2cccs2)o1 (centres undefined)
  A: 8	B: -2	C: 0	D: 8	E: 7	F: 6	G: 10	H: 8	I: 1

O=C(OCn1nnc2ccccc2c1=O)c1cc2ccccc2o1
  A: 10	B: 5	C: 6	D: 2	E: 4	F: 8	G: -2	H: -7	I: 2

O=C1CC(N2CCN(C/C=C/c3ccccc3)CC2)C(=O)N1Cc1cccs1 (centres undefined)
  A: 26	B: -1	C: 1	D: -3	E: -1	F: 6	G: 9	H: 7	I: 1

O=C(N1CCOCC1)C(F)(F)C(=O)N1CCOCC1
  A: -5	B: -2	C: 2	D: -1	E: -45	F: -1	G: 13	H: -15	I: -6

COc1ccc(C(=O)N2CCCC2)cc1S(=O)(=O)N1CCOCC1
  A: -3	B: 4	C: 4	D: 5	E: 7	F: 7	G: 15	H: 5	I: 3

CC(C)C(=O)Nc1cc2c(cc1C(=O)c1ccccc1)OCCO2
  A: 6	B: 8	C: 8	D: 2	E: -40	F: -6	G: -8	H: 5	I: 27

COC(=O)C1=C(C)Nc2ncnn2C1c1ccco1 (centres undefined)
  A: 11	B: 1	C: 15	D: 6	E: 7	F: 4	G: 1	H: 6	I: 9

CCCS(=O)(=O)N1CCCC(C(=O)NCCCN(C)Cc2ccccc2)C1 (centres undefined)
  A: 6	B: -2	C: 16	D: 7	E: 5	F: 0	G: 7	H: 3	I: 6

CCCC(c1nnnn1Cc1ccco1)N1CCN(C(=O)c2ccco2)CC1 (centres undefined)
  A: -9	B: -2	C: -1	D: -8	E: -44	F: -3	G: 14	H: -16	I: -10

CCOC(=O)c1oc2ccccc2c1NC(=O)c1ccc(S(=O)(=O)N(C)C)cc1
  A: 13	B: 4	C: 5	D: -3	E: -20	F: 21	G: 13	H: 12	I: 3

O=C(CN1C(=O)CSC1=O)c1ccccc1
  A: 19	B: -2	C: 5	D: -1	E: -11	F: 3	G: 11	H: -1	I: -3

S=c1[nH]nc(-c2ccncc2)n1Cc1ccccc1
  A: -3	B: 8	C: 4	D: -1	E: -11	F: 5	G: 10	H: 2	I: x

CCc1ccccc1NC(=O)c1cnc2n(c1=O)CCS2
  A: 9	B: -1	C: 11	D: 0	E: 5	F: 6	G: 2	H: 14	I: 27

COc1cc(OC)cc(C(=O)Nc2ccc3c(c2)COC3=O)c1
  A: -25	B: -2	C: 14	D: -7	E: -13	F: -1	G: 10	H: 2	I: 3

CCCN(CCC)Cc1c(C(=O)OCC)nnn1-c1nonc1N
  A: -7	B: 1	C: 5	D: 3	E: 4	F: 7	G: 19	H: 10	I: -3

O=S(=O)(N1CCOCC1)N1CCCN(S(=O)(=O)N2CCOCC2)CC1
  A: -1	B: -3	C: 6	D: 0	E: 7	F: 4	G: 10	H: 11	I: -8

Cc1nc2ccc(S(=O)(=O)NC(C(=O)NCc3cccs3)C(C)C)cc2s1 (centres undefined)
  A: 7	B: 0	C: 3	D: -3	E: -17	F: 34	G: -2	H: 0	I: 14

COc1ccc(NC(=O)C(c2ccc(OC)cc2)N(C)C(=O)c2cnccn2)cc1 (centres undefined)
  A: -6	B: 3	C: -2	D: 1	E: 0	F: -2	G: 7	H: 10	I: -12

CCOC(=O)C1CCCn2c1nc1sc3c(c1c2=O)CCCC3 (centres undefined)
  A: 16	B: 8	C: 7	D: 3	E: -65	F: -14	G: -14	H: -10	I: 14

CCN(CC)C(=O)c1sc(NC(=O)Cc2cccs2)c(C#N)c1C
  A: -15	B: -3	C: 1	D: -3	E: -141	F: -14	G: 10	H: -12	I: -4

Cc1c(C(=O)O)c2cc(O)ccc2n1-c1ccccc1
  A: -2	B: -4	C: -19	D: -4	E: -4	F: 0	G: 26	H: 8	I: 7

CN(C)c1ccc(/C=C/c2cc[n+]([O-])cc2)cc1
  A: 5	B: 4	C: 12	D: 1	E: -3	F: 9	G: -12	H: -5	I: 9

COc1ccc(NC(C)=O)c2nc(C)c(C)nc12
  A: 13	B: x	C: -13	D: 1	E: -3	F: -3	G: 17	H: 6	I: 10

Cc1nn(C)cc1CNC(=O)CCC(=O)O
  A: 14	B: -2	C: -1	D: 0	E: -35	F: 4	G: 20	H: 5	I: -10

CCC(C)Nc1ncnc2c1cnn2Cc1ccc(Cl)cc1 (centres undefined)
  A: 5	B: 1	C: -3	D: 1	E: 14	F: 10	G: 10	H: 3	I: 19

COc1cccc(NC(=O)C2C3CC4OC(=O)C2C4C3)c1 (centres undefined)
  A: 3	B: 2	C: 8	D: 1	E: 4	F: 8	G: 8	H: 0	I: 11

COc1ccc2c(c1)CCc1c(C(=O)N3CCOCC3)noc1-2
  A: -1	B: 1	C: 1	D: 6	E: 8	F: 12	G: 19	H: 4	I: 7

CCOC(=O)Cn1nnnc1C(CC)N(Cc1cc2c(C)cc(C)cc2[nH]c1=O)C1CCCC1 (centres undefined)
  A: 10	B: 2	C: -1	D: 1	E: -7	F: 8	G: 11	H: -10	I: 1

O[C@@H]1C2CCCC1[C@]1(O)CCCCC1C2 (some centres undefined)
  A: -1	B: 1	C: 3	D: -6	E: 1	F: 7	G: 10	H: -1	I: 5

COc1cc2c(cc1OC)CN(C(=O)NS(=O)(=O)c1ccc(C)cc1)CC2
  A: 28	B: 0	C: -1	D: 2	E: -6	F: -2	G: 8	H: -3	I: 6

C=CCc1ccccc1OCC(CN1CCCCC1)OC(C)=O (centres undefined)
  A: -6	B: 3	C: 1	D: 0	E: -26	F: -11	G: -5	H: 3	I: 16

Cc1cccc(-n2ncc3c(N4CCC(C)CC4)ncnc32)c1
  A: 10	B: 1	C: 1	D: 1	E: -4	F: 8	G: 3	H: -5	I: 10

O=C(CN1CCN(c2nc(-c3ccccc3)cs2)CC1)NCc1ccc2c(c1)OCO2
  A: 1	B: 2	C: -14	D: -5	E: 1	F: 3	G: 14	H: 0	I: x

CC(C)CCn1c(SCc2ccc(Cl)cc2)nc2c1c(=O)[nH]c(=O)n2C
  A: -3	B: -4	C: -17	D: 3	E: 8	F: 3	G: 10	H: 9	I: -3

CCCn1c2c(c(O)c(C(=O)Nc3ncccc3O)c1=O)CCCC2
  A: 2	B: 2	C: 1	D: -3	E: -25	F: -6	G: 5	H: 3	I: -6

Cc1csc2ncc(C(=O)Nc3ccc(C(F)(F)F)cc3)c(=O)n12
  A: 4	B: 4	C: 2	D: 4	E: 8	F: 8	G: 12	H: 7	I: 9

CC(C)NCC(O)COc1cccc2[nH]ccc12 (centres undefined)
  A: 2	B: 2	C: 18	D: 29	E: 10	F: -5	G: 4	H: 3	I: 13

Cc1oc(-c2ccccc2F)nc1CS(=O)(=O)CC(=O)NCCCc1ccccc1
  A: 19	B: 4	C: 5	D: 4	E: 14	F: 12	G: 4	H: 4	I: 11

# (listing goes on)
# Assay codes: A = CatS inh; B = CatB block; C = FXIIa inh mix; D = CatB mix inh; E = C1s block; F = Cathepsin G inh; G = AP complement; H = FXIa mix inh; I = CatL block
CCOC(=O)CN1C(=O)C(O)(CC(=O)c2ccccn2)c2ccccc21 (centres undefined)
  A: 0	B: 3	C: 13	D: 7	E: -22	F: 0	G: 16	H: 6	I: -3

Cc1ccc2nc3c(c(C(=O)O)c2c1)CCC3
  A: -2	B: 2	C: -10	D: 3	E: -11	F: -7	G: -1	H: 7	I: -2

COc1nc2ccccc2c(=O)n1OCC(C)C
  A: 4	B: 2	C: 12	D: 6	E: 14	F: 8	G: 12	H: 3	I: 30

Cc1cc(C)n2nc[n+](C)c2n1
  A: -15	B: 7	C: -18	D: -8	E: -73	F: -34	G: -13	H: -32	I: 16

# Of the compounds above, these contain a halogen:
# Assay codes: A = CatS inh; B = CatB block; C = FXIIa inh mix; D = CatB mix inh; E = C1s block; F = Cathepsin G inh; G = AP complement; H = FXIa mix inh; I = CatL block
Cc1nc2c(C(=O)O)cnn2c(C)c1Cc1ccccc1F
  A: 7	B: 0	C: -16	D: 1	E: -13	F: -16	G: -15	H: 1	I: -1

CCC(C)(C)NC(=O)C(c1ccc(F)cc1)N(Cc1ccco1)C(=O)c1snc(C(N)=O)c1N (centres undefined)
  A: 3	B: 0	C: -1	D: 4	E: 16	F: 14	G: 10	H: 3	I: -5

COc1ccc(-c2cc(C(F)(F)F)nc(SCC(=O)N3CCOCC3)n2)cc1OC
  A: 6	B: 4	C: -3	D: 0	E: 12	F: 10	G: 1	H: 0	I: x

O=C(N1CCOCC1)C(F)(F)C(=O)N1CCOCC1
  A: -5	B: -2	C: 2	D: -1	E: -45	F: -1	G: 13	H: -15	I: -6

CCC(C)Nc1ncnc2c1cnn2Cc1ccc(Cl)cc1 (centres undefined)
  A: 5	B: 1	C: -3	D: 1	E: 14	F: 10	G: 10	H: 3	I: 19

CC(C)CCn1c(SCc2ccc(Cl)cc2)nc2c1c(=O)[nH]c(=O)n2C
  A: -3	B: -4	C: -17	D: 3	E: 8	F: 3	G: 10	H: 9	I: -3

Cc1csc2ncc(C(=O)Nc3ccc(C(F)(F)F)cc3)c(=O)n12
  A: 4	B: 4	C: 2	D: 4	E: 8	F: 8	G: 12	H: 7	I: 9

Cc1oc(-c2ccccc2F)nc1CS(=O)(=O)CC(=O)NCCCc1ccccc1
  A: 19	B: 4	C: 5	D: 4	E: 14	F: 12	G: 4	H: 4	I: 11
